# CHO parental Ca: ATP-evoked calcium signal inhibitors, parental CHO, primary screen, counter-screen for OX1R antagonist project, cell-based, fluorescence, Fluo-8 calcium dye; parental CHO-K1, ATP-induced calcium, Fluo-8 fluorescence; inhibition, % at 5.6 µM; 330,000 tested, 0.63% active;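 active means inhibition above that plate's mean sample inhibition plus 3 SD, cut at about 26% in these data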;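 further: 0% = ATP-challenged DMSO wells and 100% = DMSO wells without ATP; some compounds past the cut are filed as inactive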
#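 Material: Parental CHO cells | Reagent: ATP | Compound dosing: Single nominal dose of 5.6 µM per compound | Detection: Intracellular calcium via Fluo-8 no-wash fluorescent dye | Read-out: % inhibition of ATP-induced calcium mobilization | Benchmarks: Low control ATP plus DMSO, high control DMSO only | Replicates: Singlicate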
# OXTR potentiator: human OXTR potentiators, primary screen, fluorescence, CHO-OTR cells, Fluo-8 calcium; 320,000 tested, 0.061% active; activation, % at 3 µM; Oxytocin receptor (Homo sapiens), P30559; Fluo-8 calcium fluorescence, potentiator mode; 0% = oxytocin EC15, 100% = EC100;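 active means activation above that plate's cutoff, the mean activation of tested compounds plus 3 SD, cut at about 6.6% in these data, passing the limit was not always enough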;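 further: 100% uses oxytocin at 75 nM as the full agonist control; some results filed as inactive read as strong as hits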
# Target sequence (P30559 whole entry, looked up): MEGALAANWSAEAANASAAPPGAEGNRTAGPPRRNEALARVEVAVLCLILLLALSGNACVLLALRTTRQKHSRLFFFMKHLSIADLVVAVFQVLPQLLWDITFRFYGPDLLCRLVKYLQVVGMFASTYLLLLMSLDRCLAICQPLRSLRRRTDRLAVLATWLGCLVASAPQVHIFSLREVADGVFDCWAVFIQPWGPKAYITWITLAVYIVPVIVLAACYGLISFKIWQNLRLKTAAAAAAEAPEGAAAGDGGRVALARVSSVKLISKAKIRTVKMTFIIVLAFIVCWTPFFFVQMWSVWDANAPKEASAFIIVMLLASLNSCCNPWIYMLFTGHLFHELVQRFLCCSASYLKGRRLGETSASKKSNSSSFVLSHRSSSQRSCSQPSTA
#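 Material: CHO-OTR cells, human receptor; compound dosing: single dose, 3.0 µM nominal final compound concentration; schedule: 6 min compound pre-incubation at room temperature, 100 s kinetic read; measured by: kinetic Fluo-8 calcium fluorescence; read-out basis: % activation vs EC15 and EC100 oxytocin; controls: EC15 oxytocin alone as 0%, 75 nM oxytocin as 100%; replicates: singlicate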
# Numbers without * were called inactive. This is a subset. The share of hits here may be higher or lower than overall.
item	mol	CHO parental Ca	OXTR potentiator
1	COc1cc(S(=O)(=O)Nc2cccc(C)c2)ccc1N=Cc1c(C)[nH]n(-c2ccccc2)c1=O	-28	-11
2	COc1cc(C#N)c(NC(=S)N2CCOCC2)cc1OC	12	-12
3	CCOC(=O)c1sc(/N=C/c2c(C)[nH]n(-c3ccccc3)c2=O)c(C#N)c1C	-1	-1
4	O=C(COc1ccc2ccccc2c1)Nc1cccc2c1C(=O)NC2=O	-1	1
5	COc1cc2c(cc1NC(=O)COC(=O)c1ccccc1)oc1ccccc12	-1	-7
6	O=C1CNC(=O)N1Cc1ccc(Br)cc1	-9	0
7	CCOC(=O)C1=C(C)NC(SCC(=O)O)=NC1c1ccccc1 (stereo not drawn)	-18	3
8	COc1ccc2nc(NC(=O)c3ccc(-c4cccc([N+](=O)[O-])c4)o3)sc2c1	-9	-7
9	CSc1nc(NCc2ccco2)c2c3c(sc2n1)CN(C)CC3	-15	-6
10	CC(C)c1ccc(S(=O)(=O)c2cn(Cc3ccc(F)cc3)c3cc4c(cc3c2=O)OCO4)cc1	-11	0
11	O=C(CSC(=S)N1CCOCC1)Nc1nc(=O)c2ccccc2s1	-6	2
12	Cn1cc(C(=O)N/N=C/c2cc(Br)cs2)c2ccccc21	1	-6
13	COC(=O)c1cc(COc2ccc3c4c(c(=O)oc3c2)CCC4)c(C)o1	-13	-15
14	CC(C)(C)OC(=O)NCCCCC1=CC2=CC(=O)C(C)(OC(=O)c3cnc4ccccc4n3)C(=O)C2=CO1 (stereo not drawn)	-6	-10
15	CCCOc1ccc(C(=O)CCC(=O)OCC(=O)Nc2ccc(Oc3ccccc3)cc2)cc1	-7	-3
16	C[C@H]1[C@H](C)CC[C@]2(C)CC[C@]3(C)C(=CC[C@@H]4[C@@]5(C)CC[C@@H](O)[C@](C)(C(=O)O)[C@@H]5CC[C@]43C)[C@H]12	-9	1
17	COc1cccc(C2C3=C(CCCC3=O)NC3=C2C(=O)c2ccccc23)c1 (stereo not drawn)	-11	1
18	Cn1c(=O)c(C(=S)NC(=O)C2CC2)c(N)n(Cc2ccccc2)c1=O	-32	4
19	C/C(CC(=O)Nc1ccccn1)=N\NC(=O)c1ccccc1	-5	-9
20	Cc1nn(C)c(C)c1NC(=O)c1cnn2c(C(F)F)cc(-c3ccccc3)nc12	9	-8
21	Cn1c2ccccc2c(=O)c2c(=O)n(Cc3ccco3)c(-c3ccc(Cl)cc3Cl)nc21	-34	3
22	N#Cc1cc([N+](=O)[O-])ccc1NC(=O)COC(=O)C12CC3CC(CC(C3)C1)C2	-10	-8
23	CCOC(=O)c1cnc(Nc2nc3ccccc3o2)nc1CSc1ncccn1	-13	-1
24	Cc1cc(C)n2nc(CCCCc3nc4nc(C)cc(C)n4n3)nc2n1	3	-3
25	COc1cc(/C=C2\C(=N)N3N=C(S(=O)(=O)CC(C)C)SC3=NC2=O)ccc1OC(=O)c1ccco1	-22	-18

# Profiles from above.
# COc1cccc(C2C3=C(CCCC3=O)NC3=C2C(=O)c2ccccc23)c1 (stereo not drawn) reads CHO parental Ca: -11; OXTR potentiator: 1
# Cc1cc(C)n2nc(CCCCc3nc4nc(C)cc(C)n4n3)nc2n1 reads CHO parental Ca: 3; OXTR potentiator: -3

# Following part
item	mol	CHO parental Ca	OXTR potentiator
26	Cn1c(=O)c2ncn(CC(=O)N=Nc3c(O)[nH]c4ccccc34)c2n(C)c1=O	-13	-1
27	C/C(=N\Nc1ccc(C(=O)O)cc1)c1nc2ccccc2n1C	-2	-5
28	C/C(CCN1CCCCc2nc(C)c(C)cc21)=N\O[C@H](C)c1cn([C@H](CO)Cc2ccccc2)nn1	-32	-5
29	COC(=O)C1=C(C)N(Cc2ccccc2)C(=NCC(C)C)N[C@H]1c1ccccc1	-3	-11
30	CCc1cc2c(nc1CC)CCN(CC/C(C)=N/O[C@@H](C)c1cc(-c3c(C)cc(C)cc3C)no1)C2	-37	4
31	O=C(Nc1nc2ccccc2s1)Nc1ccc([N+](=O)[O-])cc1Cl	-7	-12
32	CCn1c(-c2cc(-c3ccc(C)c(C)c3)nc3ccccc23)n[nH]c1=S	-12	-4
33	COc1ccccc1N=c1c2c([N+](=O)[O-])cc([N+](=O)[O-])cc2n(O)n1-c1ccccc1OC	-10	-7
34	COC(=O)C/C=C/[C@@H](C)[C@@H](/C=N/OCC[C@@H]1C=C[C@H](OC(C)=O)[C@@H](COC(C)=O)O1)NS(=O)(=O)c1ccc(C)cc1	-23	-12
35	Cc1ccc(SC[C@H](Cc2ccccc2)N2CC[C@@H](NC(=O)OCc3ccccc3)CCC2=O)cc1	-28	-12
36	Cc1c(Nc2cc(N3CCOCC3)c3nonc3c2[N+](=O)[O-])c(=O)n(-c2ccccc2)n1C	5	-10
37	CCOC(=O)c1sc(NC(=O)CCN2CC(C)OC(C)C2)c(C(=O)OCC)c1C (stereo not drawn)	-15	0
38	O=C(C1CCN(S(=O)(=O)c2cccc3cccnc23)CC1)N1CC=C(c2ccccc2)CC1	-4	-10
39	CCCNC(=O)OC[C@H]1O[C@H](CCO/N=C/c2ccc(C(=O)N3[C@H](c4ccc(C)cc4)[C@@H](C)CC[C@H]3C(=O)OC)cc2)C=C[C@@H]1Oc1ccc(OC)cc1	-16	-5
40	O=[N+]([O-])c1cccc(-c2nc(Oc3ccc(Cl)cc3)c3ccccc3n2)c1	-4	0
41	CC(=O)O[C@H]1C[C@@H]2CC[C@@H]3[C@H](CC[C@@]4(C)[C@H]3C[C@H]([N+]3(C)CCCCC3)[C@@H]4OC(C)=O)[C@@]2(C)C[C@@H]1N1CCCCC1	-4	0
42	O=C(Nc1nc2ccccc2n1CCN1CCCCC1)c1ccc(Cl)cc1	2	-11
43	Cc1noc(C)c1C(=O)OCC(=O)Nc1cc(S(=O)(=O)N2CCOCC2)ccc1Cl	-2	-7
44	CCN(CC)S(=O)(=O)c1ccc2c(c1)c(=O)c(C(=O)NCc1ccc3c(c1)OCO3)cn2C	-7	2
45	O=C(Cc1cn2ccsc2n1)OCc1nc2ccccc2s1	-13	-2
46	COc1ccc(-c2ccccc2)c2oc(-c3ccco3)cc(=O)c12	-30	-2
47	Cc1ccc2c(-c3csc(N)n3)c[nH]c2c1	-4	-15
48	C(=C\c1ccccc1)/C=N/Nc1ccc2nncn2n1	4	-8
49	S=C(NCCNCc1ccccc1)NC1CCCCC1	13	-30
50	CC(=O)Nc1cccc(C2=CC(c3ccco3)n3ncnc3N2)c1 (stereo not drawn)	-11	-7

# Filtered by structure, the entries above with a thiophene ring, fused or not.
item	mol	CHO parental Ca	OXTR potentiator
3	CCOC(=O)c1sc(/N=C/c2c(C)[nH]n(-c3ccccc3)c2=O)c(C#N)c1C	-1	-1
9	CSc1nc(NCc2ccco2)c2c3c(sc2n1)CN(C)CC3	-15	-6
12	Cn1cc(C(=O)N/N=C/c2cc(Br)cs2)c2ccccc21	1	-6
37	CCOC(=O)c1sc(NC(=O)CCN2CC(C)OC(C)C2)c(C(=O)OCC)c1C (stereo not drawn)	-15	0

# Retrieved one by one from above:
item	mol	CHO parental Ca	OXTR potentiator
38	O=C(C1CCN(S(=O)(=O)c2cccc3cccnc23)CC1)N1CC=C(c2ccccc2)CC1	-4	-10
40	O=[N+]([O-])c1cccc(-c2nc(Oc3ccc(Cl)cc3)c3ccccc3n2)c1	-4	0
29	COC(=O)C1=C(C)N(Cc2ccccc2)C(=NCC(C)C)N[C@H]1c1ccccc1	-3	-11

# Remaining list, next part
item	mol	CHO parental Ca	OXTR potentiator
51	C=CCN1C=C2C(=O)C(C)(OC(=O)c3ccco3)C(=O)C(C=C)=C2C=C1C1CC1 (stereo not drawn)	-26	-5
52	CC(=O)OC[C@H]1O[C@H](C/C=N/O[C@@H](C)c2cn([C@H](CO)Cc3ccccc3)nn2)C=C[C@@H]1OC(C)=O	-7	-9
53	CC(=O)c1cc2c(cc1NC(=O)c1ccccc1C)OCO2	-13	3
54	CC(Oc1ccc(Br)cc1)C(=O)Nn1c(=S)[nH]c2ncccc2c1=O (stereo not drawn)	-1	-5
55	CC1(C)COCN1S(=O)(=O)c1ccc(C(=O)Nc2nnc(-c3ccc(Cl)s3)o2)cc1	-16	-8
56	Cc1ccc(-c2csc3nc4c5ccccc5c(NCCCN5CCOCC5)nn4c(=O)c23)cc1	-16	-7
57	CCCc1nc(SCC(=O)N2CCCCCC2)c2c(=O)n(C)c(=O)n(C)c2n1	-14	-5
58	CCOC(=O)c1sc(NCCNc2nc(C)c(C(=O)OCC)s2)nc1C	-18	-2
59	O=C1CCC(C(=O)O)(c2ccccc2)C1 (stereo not drawn)	4	-3
60	N#C/C(=C/c1ccc(Br)o1)C(N)=S	8	0
61	CC(=O)c1ccc(Nc2c3c(c(C#N)c4nc5ccccc5n24)CCC3)cc1	-5	-3
62	C/C(CCN1CCc2nc(-c3ccccc3)c(-c3ccccc3)cc2C1)=N\O[C@H](C)c1cn([C@H](CO)Cc2ccccc2)nn1	-33	-6
63	CCCCOC1(c2ccccc2)NC(=S)NN=C1c1ccccc1 (stereo not drawn)	-25	8
64	O=C(Nc1cc(N2CCOCC2)ncn1)NC1(C(F)(F)F)Oc2ccc(Cl)cc2O1 (stereo not drawn)	4	2
65	CCOc1ccc(NC(=O)c2cc3cc4ccc(C)cc4nc3o2)cc1	-10	-11
66	CCOC(=O)c1cnc2c(C)c(Cl)ccc2c1Nc1ccc(S(=O)(=O)Nc2ncccn2)cc1	0	-5
67	Cc1c(-c2ccc(O)cc2)nc2nc(-c3ccccc3)c(-c3ccccc3)nn12	90*	-13
68	CSc1c(C#N)c(N)nc2sc(C(=O)c3ccc(Cl)c(Cl)c3)c(N)c12	-6	-7
69	COC(=O)CC1C(=O)NC(C)=C1C(=O)OC (stereo not drawn)	-10	2
70	COc1ccccc1Nc1nc(-c2sc(NC(=O)c3cccc(Cl)c3)nc2C)cs1	-5	-5
71	Cc1ccc(C)c(Oc2coc3cc(OCC(=O)Nc4ccccc4C(C)C)ccc3c2=O)c1	-6	0
72	Cn1c(=O)c2c(nc(SCC(=O)c3ccccc3F)n2C)n(C)c1=O	7	0
73	CCCCn1c(NC(=O)c2ccc(F)cc2)c(C#N)c2nc3ccccc3nc21	3	-14
74	O=C(O)c1ccc2c3c(ncnc13)-c1ccccc1C2=O	-6	-7
75	O=C1C2C3C=CC(CO)(O3)C2C(=O)N1c1ccc(-c2ccccc2)cc1 (stereo not drawn)	61*	-18
76	CCCc1cc(=O)oc2c3c(c(Cl)cc12)OCN(CCCO)C3	-11	-17
77	O=C(CN1CCC(NC(=O)c2ccco2)CC1)Nc1ccccc1[N+](=O)[O-]	-3	-6
78	Clc1ccc2c(c1)CCc1cccnc1C2=C1CCNCC1	11	-7
79	CCCC1Cc2c(sc(NC(=S)NC(=O)c3ccccc3)c2C#N)CO1 (stereo not drawn)	0	-4
80	O=C(CSCc1ccc(Cl)cc1)c1ccco1	-9	1
81	CCOC(=O)CC1C(=O)NCCN1C(=O)c1cc2c(=O)n3ccccc3nc2s1 (stereo not drawn)	-4	-4
82	COc1ccc2c(c1)O[C@@H](c1cccc(C(F)(F)F)c1)[C@H](OC(=O)NCCc1ccc(OC)c(OC)c1)C2=O	-27	-10
83	CCSc1nc2sc3c(c2c2nnc(SCC(=O)NCc4ccco4)n12)CCCC3	-46	-9
84	Cc1cc(C)nc(-n2nc(C)cc2NC(=O)c2ccc(S(=O)(=O)N3CCOCC3)cc2)n1	-12	-3
85	O=C(Nc1ccccc1Cl)Oc1ccc2ccccc2c1	-3	2
86	Cc1ccc(-c2cc(C(=O)NC3=NCCS3)c3cc(Br)ccc3n2)o1	-5	-11
87	CCOC(=O)c1cnc(-n2nc(C)cc2C)nc1NNc1cc(-c2ccccc2)nc(C)n1	-9	-5
88	Cn1cc(/C=C(\C#N)C(=O)Nc2ncc(Cc3cccc(Cl)c3)s2)c2ccccc21	-26	-2
89	CC1CCC(NC(=O)c2ccc(NC(=O)c3ccc(=O)[nH]c3)cc2)CC1 (stereo not drawn)	-10	-6
90	C=CCN1C(=Nc2cccnc2)SCC1(O)c1ccc(C)cc1 (stereo not drawn)	37*	-18
91	COc1cc(NC(=O)CSCC(=O)Nc2cc(OC)cc(OC)c2)cc(OC)c1	-7	-11
92	Cc1cc(C)nc(/N=C2\NC(=O)CC(C(=O)O)N2c2ccc(F)c(Cl)c2)n1 (stereo not drawn)	-6	-3
93	CC(C)CC(=O)O/N=C1\C(=O)N(Cc2ccc(Cl)cc2)c2ccc([N+](=O)[O-])cc21	-16	-8
94	Cc1ccc(C2=NN(CCC(=O)NCCC(C)C)C(=O)CC2)cc1	-22	3
95	CCc1ccc2nc(NC(=O)c3ccc4c(=O)[nH]c(CN5CCOCC5)nc4c3)sc2c1	-11	-8
96	CC1(C)Cc2c(sc3nc(=S)[nH]c(N)c23)CO1	-5	-1

# High-throughput results: PubChem BioAssay, The Scripps Research Institute Molecular Screening Center
